# Assay outcomes: PubChem BioAssay, Broad Institute
# TcdB inh: TcdB glycohydrolase inhibition; P18177; TcdB glycohydrolase enzymatic assay, plate reader; inhibition, % at 9.99 µM; actives 0.24% (n = 350,000); AID 652162; in the data active = inhibition above about 10%
# Target sequence (P18177 whole entry, looked up): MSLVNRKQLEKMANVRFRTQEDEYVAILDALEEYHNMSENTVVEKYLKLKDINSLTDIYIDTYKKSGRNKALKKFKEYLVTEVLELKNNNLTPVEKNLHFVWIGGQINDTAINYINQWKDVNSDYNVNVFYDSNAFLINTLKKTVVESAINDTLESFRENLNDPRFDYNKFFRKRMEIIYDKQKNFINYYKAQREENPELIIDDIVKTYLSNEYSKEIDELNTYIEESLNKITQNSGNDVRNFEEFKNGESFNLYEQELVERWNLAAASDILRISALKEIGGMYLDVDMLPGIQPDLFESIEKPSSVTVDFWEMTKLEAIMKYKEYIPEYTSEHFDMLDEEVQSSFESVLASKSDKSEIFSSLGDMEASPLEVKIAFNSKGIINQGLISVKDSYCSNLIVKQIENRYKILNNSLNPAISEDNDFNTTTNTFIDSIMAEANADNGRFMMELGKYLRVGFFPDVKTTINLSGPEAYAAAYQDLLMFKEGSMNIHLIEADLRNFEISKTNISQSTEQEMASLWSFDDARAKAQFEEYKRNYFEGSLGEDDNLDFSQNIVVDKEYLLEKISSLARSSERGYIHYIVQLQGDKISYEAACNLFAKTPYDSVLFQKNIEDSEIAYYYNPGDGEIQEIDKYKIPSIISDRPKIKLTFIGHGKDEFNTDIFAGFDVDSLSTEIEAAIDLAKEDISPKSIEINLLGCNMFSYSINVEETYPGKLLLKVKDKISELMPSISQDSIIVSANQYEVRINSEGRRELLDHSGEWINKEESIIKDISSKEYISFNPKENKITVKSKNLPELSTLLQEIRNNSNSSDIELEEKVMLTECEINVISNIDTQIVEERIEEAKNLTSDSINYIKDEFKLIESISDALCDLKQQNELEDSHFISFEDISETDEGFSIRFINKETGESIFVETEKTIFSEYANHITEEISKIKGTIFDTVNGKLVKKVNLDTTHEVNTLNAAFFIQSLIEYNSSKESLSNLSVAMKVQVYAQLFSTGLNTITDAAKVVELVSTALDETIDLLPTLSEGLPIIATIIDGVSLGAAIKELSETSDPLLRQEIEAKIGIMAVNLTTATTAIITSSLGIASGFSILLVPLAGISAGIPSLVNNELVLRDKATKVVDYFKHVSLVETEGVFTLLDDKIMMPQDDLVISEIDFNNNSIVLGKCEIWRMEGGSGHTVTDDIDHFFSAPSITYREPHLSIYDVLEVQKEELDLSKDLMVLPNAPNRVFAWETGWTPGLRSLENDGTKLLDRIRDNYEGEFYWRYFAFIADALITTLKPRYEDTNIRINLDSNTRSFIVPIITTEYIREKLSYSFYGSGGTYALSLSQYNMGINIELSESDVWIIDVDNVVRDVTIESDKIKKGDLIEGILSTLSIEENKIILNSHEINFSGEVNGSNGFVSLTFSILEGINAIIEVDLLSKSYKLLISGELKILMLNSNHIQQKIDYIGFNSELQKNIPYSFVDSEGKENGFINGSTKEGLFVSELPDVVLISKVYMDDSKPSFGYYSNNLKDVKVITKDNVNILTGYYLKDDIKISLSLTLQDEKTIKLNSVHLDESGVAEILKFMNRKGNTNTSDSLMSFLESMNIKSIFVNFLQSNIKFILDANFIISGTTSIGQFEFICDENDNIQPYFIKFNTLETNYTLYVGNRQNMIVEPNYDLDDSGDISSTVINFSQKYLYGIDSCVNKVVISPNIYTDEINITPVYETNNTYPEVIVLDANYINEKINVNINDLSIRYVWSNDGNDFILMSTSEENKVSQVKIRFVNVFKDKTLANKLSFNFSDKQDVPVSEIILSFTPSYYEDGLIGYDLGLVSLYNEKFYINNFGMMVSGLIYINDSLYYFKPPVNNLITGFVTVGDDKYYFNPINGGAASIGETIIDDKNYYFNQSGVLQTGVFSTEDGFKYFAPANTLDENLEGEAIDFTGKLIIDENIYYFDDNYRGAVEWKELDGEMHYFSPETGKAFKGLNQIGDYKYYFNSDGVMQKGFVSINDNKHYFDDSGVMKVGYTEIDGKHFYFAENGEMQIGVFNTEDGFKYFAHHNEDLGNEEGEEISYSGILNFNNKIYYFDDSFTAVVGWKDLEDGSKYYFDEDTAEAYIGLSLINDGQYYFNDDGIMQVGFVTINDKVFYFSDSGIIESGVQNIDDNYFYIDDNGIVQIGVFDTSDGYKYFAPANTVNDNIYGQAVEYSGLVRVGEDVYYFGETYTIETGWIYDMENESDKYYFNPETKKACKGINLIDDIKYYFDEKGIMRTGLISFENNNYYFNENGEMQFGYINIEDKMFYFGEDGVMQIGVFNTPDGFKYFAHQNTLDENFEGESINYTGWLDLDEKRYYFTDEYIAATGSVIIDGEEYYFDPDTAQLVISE
# BioA inh: blocks M. tuberculosis BioA enzyme activity. purified M. tuberculosis BioA enzyme, plate reader. actives 0.096% (n = 360,000). inhibition, % at 9.99 µM; in the data active = inhibition above about 40%
# An asterisk follows results filed as active. An excerpt. The share of hits here may be higher or lower than overall.
SMILES,TcdB inh,BioA inh
C[C@H](CO)N1C[C@H](C)[C@@H](CN(C)S(=O)(=O)c2ccc(F)cc2)OCCCC[C@H](C)Oc2ccc(NS(=O)(=O)c3cccs3)cc2C1=O,-0.1,-0.3
Cc1ccccc1-c1ccc([C@@H]2[C@@H](CO)N3CCCCN(C(=O)NC4CCCC4)C[C@H]23)cc1,1.3,0.9
C[C@@H]1CN([C@H](C)CO)C(=O)c2cccc(NC(=O)Nc3ccccc3)c2O[C@H]1CN(C)C(=O)Nc1ccc(C(F)(F)F)cc1,1.1,0.1
COc1ccc(C#Cc2ccc([C@H]3[C@H]4CN(Cc5ccncc5)CCCCN4[C@H]3CO)cc2)cc1,-0.8,-2.1
COc1ccc(NC(=O)N(C)C[C@H]2OCc3ccccc3-c3ccccc3C(=O)N([C@@H](C)CO)C[C@H]2C)cc1,-0.5,1.6
O=C(NCCN1CCCC1)[C@@H]1[C@@H](CO)[C@@H]2Cn3c(cccc3=O)[C@@H]2N1C(=O)c1ccccc1,0.5,-0.7
Cc1noc(C)c1S(=O)(=O)N(C)C[C@@H]1Oc2ccc(NC(=O)Cc3cn(C)c4ccccc34)cc2CC(=O)N([C@@H](C)CO)C[C@H]1C,0.8,-2.3
COc1cccc(C#Cc2ccc3c(c2)O[C@@H](CN(C)C)[C@H](C)CN([C@@H](C)CO)S3(=O)=O)c1,-1.3,-4.0
C[C@@H]1CN([C@@H](C)CO)C(=O)c2cc(NS(C)(=O)=O)ccc2O[C@H]1CN(C)Cc1ccc(-c2ccccc2)cc1,0.9,-0.1
COc1ccc(NC(=O)Nc2ccc3c(c2)CC(=O)N([C@H](C)CO)C[C@H](C)[C@@H](CN(C)C(=O)NC2CCCCC2)O3)cc1,0.7,3.3
C[C@@H]1CN([C@@H](C)CO)C(=O)c2cc(NC(=O)C3CC3)ccc2O[C@H]1CN(C)S(=O)(=O)c1cn(C)cn1,0.3,-0.7
C=CC[C@@]1(C(=O)OC)N=C(c2ccc(OCCCO)cc2)O[C@@H]1c1ccccc1CN=[N+]=[N-],1.5,9.1
COc1ccc(S(=O)(=O)Nc2ccc3c(c2)C(=O)N([C@H](C)CO)C[C@H](C)[C@H](CN(C)Cc2ccc(C(F)(F)F)cc2)OCCCC[C@@H](C)O3)cc1,-0.6,0.4
COc1ccc(S(=O)(=O)Nc2ccc3c(c2)CC(=O)N([C@@H](C)CO)C[C@H](C)[C@@H](CN(C)S(=O)(=O)c2ccc(C)cc2)O3)cc1,0.1,9.9
C[C@@H]1CN([C@@H](C)CO)S(=O)(=O)c2ccc(C#CCN(C)C)cc2O[C@@H]1CN(C)C(=O)c1ccccc1F,0.6,14
COc1ccc(C#Cc2ccc3c(c2)O[C@H](CN(C)C)[C@H](C)CN([C@H](C)CO)S3(=O)=O)cc1,-2.8,-2.1
Cc1ccccc1-c1cnc2c(c1)C(=O)N([C@@H](C)CO)C[C@@H](C)[C@@H](CN(C)Cc1ccncc1)O2,1.3,-3.0
CCCNC(=O)N[C@@H]1CC[C@H](CC(=O)NCCc2ccccc2)O[C@@H]1CO,-0.8,-3.9
Cc1ccc(S(=O)(=O)Nc2ccc3c(c2)C(=O)N([C@@H](C)CO)C[C@H](C)[C@H](CN(C)Cc2ccc(Cl)c(Cl)c2)O3)cc1,-0.1,0.9
C[C@H]1CN([C@@H](C)CO)C(=O)CCCn2nncc2CO[C@H]1CN(C)Cc1ccc(Cl)c(Cl)c1,-0.4,1.1
C[C@@H]1CN([C@@H](C)CO)C(=O)c2cc(NC(=O)CCN3CCOCC3)ccc2O[C@@H]1CN(C)C(=O)Nc1ccc2c(c1)OCO2,-0.4,0.5
COc1ccc([Si](C)(C)[C@@H]2[C@@H](CCO)O[C@]3(C(=O)N(Cc4ccc(NC(=O)[C@H](C)O)cc4)c4ccccc43)[C@H]2C)cc1,-3.9,1.0
C[C@H](CO)N1C[C@H](C)[C@@H](CN(C)Cc2ccccc2)Oc2ccc(NC(=O)Nc3ccc(F)cc3)cc2C1=O,0.8,-1.1
Cc1noc(C)c1NC(=O)N(C)C[C@@H]1Oc2ccc(NC(=O)Cc3ccccc3)cc2C(=O)N([C@@H](C)CO)C[C@H]1C,-1.6,-1.1
C[C@H](CO)N1C[C@H](C)[C@H](CN(C)Cc2ccncc2)OCCCC[C@H](C)Oc2ccc(NS(=O)(=O)c3ccc(F)cc3)cc2C1=O,1.2,-0.4
C[C@H](CO)N1C[C@H](C)[C@H](CN(C)C(=O)c2ccncc2)Oc2ncc(C3=CCCCC3)cc2C1=O,0.9,-1.8
O=C(C[C@H]1CC[C@@H](NC(=O)c2ccc3c(c2)OCO3)[C@H](CO)O1)NCc1ccc(F)cc1,-0.4,0.4
C[C@@H]1CN([C@H](C)CO)C(=O)c2cc(NC(=O)c3ccncc3)ccc2O[C@H]1CN(C)S(C)(=O)=O,-0.7,1.0
CN1c2ccc(C3=CCCCC3)cc2[C@@H]2[C@@H](CCN2C(=O)C2CCOCC2)[C@H]1CO,0.3,2.4
CC=Cc1ccc2n(c1=O)C[C@H]1[C@H](CO)[C@@H](C(=O)NCC(F)(F)F)[C@@H]2N1C(C)=O (mixture of isomers),-0.2,1.0
COc1ccc(NC(=O)Nc2ccc3c(c2)C(=O)N([C@H](C)CO)C[C@H](C)[C@@H](CN(C)C(=O)C2CCCCC2)OCCCC[C@H](C)O3)cc1,-3.0,-0.2
CN1C(=O)c2cc(NC(=O)c3ccccc3)ccc2OC[C@H]2O[C@@H](CC(=O)O)CC[C@@H]21,0.9,-0.1
CCC(=O)N(C)C[C@@H]1Oc2cc(C#CCOC)ccc2S(=O)(=O)N([C@@H](C)CO)C[C@H]1C,6.9,-0.8
O=C(C[C@@H]1CC[C@@H]2[C@H](COC[C@@H](O)CN2Cc2ccccc2)O1)N[C@@H]1CCN(Cc2ccccc2)C1,0.0,0.5
C[C@@H]1CN([C@H](C)CO)C(=O)c2cccc(NC(=O)c3ccc(-c4nccs4)cc3)c2O[C@H]1CN(C)Cc1ccc(C(=O)Nc2ccccc2N)cc1,-0.2,-1.7
CCC(=O)Nc1ccc2c(c1)C(=O)N(C)C[C@@H](OC)[C@@H](C)CN(C(=O)CC1CC1)[C@H](C)CO2,-0.8,-1.3
C[C@@H]1CN([C@H](C)CO)C(=O)Cc2cc(NC(=O)Nc3cccc4ccccc34)ccc2O[C@H]1CN(C)Cc1ccc(Oc2ccccc2)cc1,-0.6,-1.7
CO[C@@H]1CN(C)C(=O)c2cc(NC(=O)c3ccccc3F)ccc2OC[C@@H](C)N(C)C[C@@H]1C,0.4,-0.3
CCS(=O)(=O)NCC[C@H]1CC[C@H](NC(=O)Nc2cc(Cl)cc(Cl)c2)[C@H](CO)O1,-2.3,1.3
C[C@@H]1CN([C@H](C)CO)C(=O)CCCn2cc(nn2)CO[C@H]1CN(C)C(=O)NC1CCCC1,0.7,2.2

# Three compounds from above, ordered by SMILES length, rising.
SMILES,TcdB inh,BioA inh
O=C(C[C@H]1CC[C@@H](NC(=O)c2ccc3c(c2)OCO3)[C@H](CO)O1)NCc1ccc(F)cc1,-0.4,0.4
C[C@H](CO)N1C[C@H](C)[C@H](CN(C)C(=O)c2ccncc2)Oc2ncc(C3=CCCCC3)cc2C1=O,0.9,-1.8
C[C@H](CO)N1C[C@H](C)[C@@H](CN(C)Cc2ccccc2)Oc2ccc(NC(=O)Nc3ccc(F)cc3)cc2C1=O,0.8,-1.1

# An excerpt of these results, as labelled records:
Molecule: CC=Cc1ccc2n(c1=O)C[C@H]1[C@H](CO)[C@@H](C(=O)NCC(F)(F)F)[C@@H]2N1C(C)=O (mixture of isomers)
  TcdB inh: -0.2 | BioA inh: 1.0

Molecule: C[C@@H]1CN([C@@H](C)CO)C(=O)c2cc(NC(=O)CCN3CCOCC3)ccc2O[C@@H]1CN(C)C(=O)Nc1ccc2c(c1)OCO2
  TcdB inh: -0.4 | BioA inh: 0.5

# Pulled by compound from the list above (three):
SMILES,TcdB inh,BioA inh
C[C@@H]1CN([C@H](C)CO)C(=O)Cc2cc(NC(=O)Nc3cccc4ccccc34)ccc2O[C@H]1CN(C)Cc1ccc(Oc2ccccc2)cc1,-0.6,-1.7
C[C@@H]1CN([C@H](C)CO)C(=O)CCCn2cc(nn2)CO[C@H]1CN(C)C(=O)NC1CCCC1,0.7,2.2
C[C@H](CO)N1C[C@H](C)[C@H](CN(C)C(=O)c2ccncc2)Oc2ncc(C3=CCCCC3)cc2C1=O,0.9,-1.8

# Single values from the results shown:
# CCS(=O)(=O)NCC[C@H]1CC[C@H](NC(=O)Nc2cc(Cl)cc(Cl)c2)[C@H](CO)O1 @ BioA inh: 1.3
# CO[C@@H]1CN(C)C(=O)c2cc(NC(=O)c3ccccc3F)ccc2OC[C@@H](C)N(C)C[C@@H]1C @ TcdB inh: 0.4
# COc1ccc([Si](C)(C)[C@@H]2[C@@H](CCO)O[C@]3(C(=O)N(Cc4ccc(NC(=O)[C@H](C)O)cc4)c4ccccc43)[C@H]2C)cc1 @ TcdB inh: -3.9

# Next section:
SMILES,TcdB inh,BioA inh
COc1ccc(NC(=O)N(C)C[C@@H]2Oc3ncc(C#CCC(C)C)cc3C(=O)N([C@H](C)CO)C[C@H]2C)cc1,-0.7,0.3
C[C@@H]1CCCCO[C@@H](CN(C)C(=O)CCCN(C)C)[C@H](C)CN([C@@H](C)CO)C(=O)c2cc(NS(=O)(=O)c3ccccc3)ccc2O1,-0.6,-0.3
O=C(C[C@@H]1CC[C@@H]2[C@H](COC[C@@H](O)CN2C(=O)c2ccccc2F)O1)N1CCN(c2ccccc2)CC1,-0.3,-0.6
C[C@@H]1CN([C@@H](C)CO)C(=O)c2cccc(NC(=O)Nc3ccc(F)cc3)c2O[C@@H]1CN(C)S(C)(=O)=O,0.7,-0.6
C[C@H](CO)N1C[C@H](C)[C@H](CN(C)S(=O)(=O)c2cccc(F)c2)Oc2ncc(-c3ccc(F)cc3)cc2C1=O,0.3,-1.4
C[C@@H]1CN([C@H](C)CO)C(=O)c2cccc(N(C)C)c2O[C@@H]1CN(C)S(C)(=O)=O,0.1,-2.0
CC(C)NC(=O)Nc1ccc2c(c1)C(=O)N([C@H](C)CO)C[C@@H](C)[C@@H](CN(C)S(=O)(=O)c1cn(C)cn1)O2,-0.7,-0.8
COc1ccc(S(=O)(=O)N(C)C[C@@H]2Oc3ncccc3C(=O)N([C@H](C)CO)C[C@@H]2C)cc1,0.2,-2.6
Cc1ccc(S(=O)(=O)Nc2ccc3c(c2)C(=O)N([C@H](C)CO)C[C@H](C)[C@@H](CN(C)C(=O)Nc2ccc(C(F)(F)F)cc2)OCCCC[C@H](C)O3)cc1,-0.2,-2.1
COc1ccc(S(=O)(=O)Nc2ccc3c(c2)CC(=O)N([C@@H](C)CO)C[C@H](C)[C@@H](CN(C)Cc2ccc(Cl)c(Cl)c2)O3)cc1,-1.8,0.7
C[C@H]1CN([C@@H](C)CO)C(=O)c2cc(-c3ccc(F)cc3)cnc2O[C@H]1CN(C)C(=O)Cc1ccccc1,-11,-0.6
O=C(Nc1cccc(F)c1)N1CCCCN2[C@H](CO)[C@H](c3ccc(C#CC4CC4)cc3)[C@H]2C1,-0.1,4.5
CN(C)CCCNC(=O)C[C@H]1CC[C@@H]2[C@H](COC[C@H](O)CN2Cc2cc(F)cc(F)c2)O1,1.1,-0.3
C[C@H]1CN([C@@H](C)CO)C(=O)c2cc(NC(=O)Cc3cn(C)c4ccccc34)ccc2O[C@H]1CN(C)C(=O)NC1CCCCC1,-0.2,-1.0
C[C@@H]1CCCCO[C@H](CN(C)C(=O)Nc2ccc(F)cc2)[C@H](C)CN([C@H](C)CO)C(=O)c2cc(NC(=O)c3ccccc3)ccc2O1,-0.9,-1.2
O=C(C[C@H]1CC[C@@H]2[C@H](COC[C@@H](O)CN2C(=O)Nc2ccc(Cl)c(Cl)c2)O1)NCc1ccncc1,18*,4.9
N[C@@H]1CC[C@@H](CCn2cc(-c3ccccn3)nn2)O[C@H]1CO,-0.1,-0.7
O=C(N[C@H]1CC[C@@H](CCn2cc(-c3ccccc3)nn2)O[C@@H]1CO)c1ccccc1F,-0.9,-0.7
COc1ccc(CN(C)C[C@H]2Oc3ccc(NC(=O)Nc4c(C)noc4C)cc3CC(=O)N([C@@H](C)CO)C[C@H]2C)cc1,-0.5,3.4
C[C@H]1CCCCO[C@H](CN(C)C(=O)C2CCCCC2)[C@@H](C)CN([C@@H](C)CO)C(=O)c2cc(NS(=O)(=O)c3ccccc3)ccc2O1,0.4,2.9
C[C@@H]1CCCCO[C@@H](CN(C)CC2CCCCC2)[C@@H](C)CN([C@H](C)CO)C(=O)c2cc(NC(=O)C3CCCCC3)ccc2O1,-5.4,0.9
CCCC#Cc1ccc2c(c1)O[C@H](CN(C)Cc1ccncc1)[C@@H](C)CN([C@H](C)CO)S2(=O)=O,-7.9,0.0
Cc1noc(C)c1S(=O)(=O)N(C)C[C@H]1Oc2ccc(NS(=O)(=O)c3ccccc3)cc2C(=O)N([C@@H](C)CO)C[C@H]1C,0.9,-2.5
C[C@@H]1CCCCO[C@@H](CN(C)C(=O)Nc2ccccc2)[C@H](C)CN([C@H](C)CO)C(=O)c2cc(NC(=O)Cc3ccccc3)ccc2O1,-0.2,-0.3
CC(C)NC(=O)Nc1ccc2c(c1)C(=O)N([C@@H](C)CO)C[C@H](C)[C@H](CN(C)C(=O)CCC(F)(F)F)OCCCC[C@H](C)O2,1.0,-1.0
CN1C(=O)c2cc(NC(=O)C3CC3)ccc2OC[C@@H]2O[C@@H](CC(=O)NCCN3CCCC3)CC[C@@H]21,0.1,-0.8
CC1(CCO)CC(C)(CCc2ccccc2)OO1 (centres undefined),-0.2,-2.0
Cc1noc(C)c1NC(=O)Nc1ccc2c(c1)C(=O)N([C@@H](C)CO)C[C@H](C)[C@H](CN(C)S(=O)(=O)c1cn(C)cn1)OCCCC[C@@H](C)O2,-1.8,1.4
COc1ccc(CN(C)C[C@H]2Oc3ccc(NC(=O)Nc4c(C)noc4C)cc3C(=O)N([C@@H](C)CO)C[C@@H]2C)cc1,1.2,0.3
C[C@@H]1CCCCO[C@H](CN(C)Cc2ccccc2)[C@@H](C)CN([C@H](C)CO)C(=O)c2cc(NC(=O)Nc3ccc(C(F)(F)F)cc3)ccc2O1,0.0,-1.6
CCS(=O)(=O)N[C@H]1C=C[C@@H](CC(=O)Nc2ccc(-c3ccccc3)cc2)O[C@@H]1CO,1.1,3.1
C[C@H](CO)N1C[C@H](C)[C@H](CN(C)S(C)(=O)=O)Oc2ccc(NC(=O)Cc3ccccc3)cc2CC1=O,0.3,-1.0
